SR-BI DiI inh = blocks mouse SR-BI lipid uptake from DiI-HDL; Q61009; ldlA[mSR-BI] CHO cells, DiI-HDL uptake fluorescence, 3 h; inhibition, % at 12.5 µM; 0.96% of 320,000 active; AID 488896;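 active = mean replicate inhibition of at least 70% and a set share of replicates each scoring 70 or more; inconclusive = meets just one of the two criteria; inactive = fails both criteria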;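 also: 0% = median of neutral control wells and 100% = median of positive control wells; values of inactives mirror those of a sister screen read the other way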
dFosB act = mouse delta FosB homodimer activation; purified delta FosB, TAMRA-CDK5 oligo fluorescence polarization; percent of positive-control signal above neutral wells; activation, % at 25 µM; 0.99% of 340,000 active; AID 493131;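 active = mean activation above about 17%, with every replicate also reaching it, limit read from the data, passing the limit was not always enough; inconclusive = only one of the two conditions met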;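 also: fluorescence polarization rise as delta FosB binds a TAMRA Cdk5 AP-1 oligo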
PvdQ inh = P. aeruginosa PvdQ acylase inhibition. 0.063% of 340,000 active. inhibition, % at 10 µM. purified PvdQ acylase, fluorescence plate reader; in the data active = inhibition above about 30%, passing the limit was not always enough; inconclusive = no clear call, values can overlap the other calls;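 also: 0% = vehicle neutral wells and 100% = reference inhibitor wells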
V-ATPase pH = regulators of yeast V-ATPase proton transport | 0.37% of 350,000 active | response, % at 10 µM | S. cerevisiae, pHLuorin cytosolic pH fluorescence; in the data active = response mostly above about 7.3%, no sharp cut-off; inactive = mostly below about 5.4%; also: actives read high; inactives centre near 0; some compounds called inactive have numbers as strong as hits; reference of the scale not given here
HTR5A ag ctr = HTR5A agonism, opioid heterodimer counter-screen; P47898; HTR5A agonist assay, luminescence, cell-based; activation, % at 9.3 µM; 0.61% of 340,000 active; AID 504692; in the data active = activation mostly above about 9.5%, no sharp cut-off; inactive = mostly below about 7.6%;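 also: 0% = cells with vehicle only and 100% = reference agonist; strong numbers were not always called active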
Wnt bcat act = activates Wnt/beta-catenin signaling in a reporter cell assay; activator, plate reader; activation, % at 9.35 µM; 1.2% of 300,000 active; in the data active = activation above about 30%, passing the limit was not always enough; inconclusive = no clear call, values can overlap the other calls;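 also: 0% = neutral control wells and 100% = positive control wells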
MITF act = activators of MITF-driven TRPM1 promoter activity in SK-MEL-5 cells; activation, % at 12.5 µM; 0.75% of 300,000 active; SK-MEL-5 TRPM1-promoter luciferase, 24 h; % of positive control, neutral wells = 0;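 active = mean activation of at least 80% with every replicate also reaching 80%; inconclusive = mean reaches 80% but some replicate falls short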;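 also: 0% = neutral control wells and 100% = parthenolide positive control wells; values of inactives mirror those of a sister screen read the other way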
NSD2 inh = NSD2 (human) methyltransferase inhibition; NSD2 peptide methylation, AlphaScreen, 120 min; inhibition, % at 12.5 µM; 0.54% of 310,000 active; in the data active = inhibition above about 50%
Target sequence (O96028 whole entry, looked up): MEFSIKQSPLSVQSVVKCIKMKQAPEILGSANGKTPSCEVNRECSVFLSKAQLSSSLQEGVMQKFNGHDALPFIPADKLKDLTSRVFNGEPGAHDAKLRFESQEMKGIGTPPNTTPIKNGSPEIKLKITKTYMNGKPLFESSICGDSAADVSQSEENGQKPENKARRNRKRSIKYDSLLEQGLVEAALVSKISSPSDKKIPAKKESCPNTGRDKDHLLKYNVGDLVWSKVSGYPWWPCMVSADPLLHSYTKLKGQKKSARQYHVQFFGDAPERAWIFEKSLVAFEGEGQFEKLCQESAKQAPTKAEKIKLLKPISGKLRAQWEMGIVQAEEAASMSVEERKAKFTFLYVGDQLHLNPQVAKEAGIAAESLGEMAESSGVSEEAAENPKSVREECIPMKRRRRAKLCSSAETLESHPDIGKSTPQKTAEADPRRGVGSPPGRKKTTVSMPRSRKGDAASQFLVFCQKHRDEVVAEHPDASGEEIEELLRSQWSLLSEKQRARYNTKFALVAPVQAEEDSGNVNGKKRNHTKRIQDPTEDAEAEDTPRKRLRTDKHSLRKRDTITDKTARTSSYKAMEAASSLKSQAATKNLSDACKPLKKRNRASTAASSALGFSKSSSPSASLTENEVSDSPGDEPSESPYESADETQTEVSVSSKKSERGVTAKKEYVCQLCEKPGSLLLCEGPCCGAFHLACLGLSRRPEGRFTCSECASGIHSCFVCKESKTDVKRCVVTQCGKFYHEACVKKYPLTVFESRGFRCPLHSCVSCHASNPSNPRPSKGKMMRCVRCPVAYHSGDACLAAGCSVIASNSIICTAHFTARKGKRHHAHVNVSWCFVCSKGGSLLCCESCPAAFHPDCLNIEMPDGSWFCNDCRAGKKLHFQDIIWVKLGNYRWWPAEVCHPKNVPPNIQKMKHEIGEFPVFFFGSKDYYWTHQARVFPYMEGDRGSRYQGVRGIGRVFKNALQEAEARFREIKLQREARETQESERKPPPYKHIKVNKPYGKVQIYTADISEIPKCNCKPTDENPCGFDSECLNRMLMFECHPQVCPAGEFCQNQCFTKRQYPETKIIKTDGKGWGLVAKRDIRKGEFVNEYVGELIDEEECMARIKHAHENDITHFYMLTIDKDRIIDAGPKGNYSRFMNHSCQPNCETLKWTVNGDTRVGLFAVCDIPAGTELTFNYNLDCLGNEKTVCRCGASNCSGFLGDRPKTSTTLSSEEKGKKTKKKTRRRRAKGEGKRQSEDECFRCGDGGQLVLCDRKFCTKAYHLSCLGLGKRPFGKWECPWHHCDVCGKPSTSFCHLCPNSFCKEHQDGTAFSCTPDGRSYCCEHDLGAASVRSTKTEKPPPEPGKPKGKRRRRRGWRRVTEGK
HTR5A inv ctr = counter-screen for OPRM1-OPRD1 inverse agonists: human HTR5A inverse agonism; P47898; HTR5A cell line, luminescence; inhibition, % at 9.3 µM; 0.083% of 340,000 active; AID 504634; in the data active = inhibition mostly above about 23%, no sharp cut-off; inactive = mostly below about 18%;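 also: 0% = cells with DMSO and 100% = no-cell wells with DMSO; some compounds called inactive have numbers as strong as hits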
CDK5 p35 inh = CDK5/p35 (human) kinase inhibition; Q00535+Q15078; Recombinant CDK5/p35, ADP-Glo luminescence, 60 min; inhibition, % at 10 µM; 0.01% of 330,000 active;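 active = highest replicate inhibition of at least 50% and at least 75% of replicates reaching 50%; inconclusive = only one of the two criteria met; inactive = both criteria failed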;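 also: plate controls were DMSO neutral control for no effect and GW8510 at 10 µM for full effect; many of its hits are not listed in these tables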
The depositor's hits bear a star; ? = inconclusive; · = not tested or not shown.

item | mol | SR-BI DiI inh | dFosB act | PvdQ inh | V-ATPase pH | HTR5A ag ctr | Wnt bcat act | MITF act | NSD2 inh | HTR5A inv ctr | CDK5 p35 inh
1 | Cc1ccc(C)c(Cn2c(C(=O)OC(C)C)cc3c2ccn3C)c1 | 2 | 1 | -8 | 2 | -1 | -5 | -11 | -2 | -5 | -0.6
2 | C=CCn1c(-c2cccnc2)n[nH]c1=S | 1 | -8 | -7 | -3 | 0 | 0 | 7 | 0 | -13 | 0.5
3 | CC(C)(C)OC(=O)C[C@H]1C/C=C\C[C@@H](CC(=O)N(CCO)Cc2ccccc2)C(=O)N[C@H](C(C)(C)C)COC1=O | -23 | -12 | -8 | 2 | 2 | -4 | -8 | · | -2 | 2.4
4 | CCc1nc2sc3c(c2c(=O)n1CCO)CCC3 | 10 | 2 | -6 | -2 | 3 | -1 | · | -6 | -10 | 0.4
5 | COc1cccc(NC(=O)Cc2c(O)c3ccccc3[nH]c2=O)c1 | -10 | 3 | 0 | -6 | 4 | · | 1 | -1 | -12 | -1.1
6 | CCc1ccc(/C=C(/C#N)C(N)=S)s1 | -35 | -3 | 17 | 0 | 3 | -1 | -7 | 1 | -16 | -0.4
7 | COc1ccc(OCCCC(=O)NCCc2ccccc2)cc1 | 11 | -1 | 0 | 2 | -4 | · | 1 | -2 | 8 | -2.6
8 | O=C(NCC(=O)N1CCOCC1)c1ccc(Br)o1 | 8 | -8 | 9 | 1 | 6 | 6 | -1 | -2 | -16 | -2.5
9 | CCCNS(=O)(=O)c1ccc(OCC(=O)Nc2ccc3c(c2)OCCO3)c(C)c1 | 9 | -6 | 0 | -3 | 9.6* | 0 | -6 | -1 | 3 | -0.7
10 | CC(C)(C)NC(=S)Nc1cccc(C(F)(F)F)c1 | -6 | 3 | 2 | -5 | 1 | -4 | -12 | -2 | -3 | -0.7
11 | Cn1nnnc1SCC(=O)Nc1nc2ccccc2s1 | -4 | -7 | -10 | -1 | 2 | 14 | 35 | -3 | -7 | 0.5
12 | O=S(=O)(c1ccc(N2CCOCC2)c(Cl)c1)N1CCOCC1 | · | -10 | -4 | -1 | -1 | -1 | -1 | 3 | 2 | 0.0
13 | COc1ccc(N(CC(=O)N2CCc3ccccc3C2)S(=O)(=O)c2c(C)nn(C)c2C)cc1 | -7 | 6 | 8 | 5 | -2 | -1 | -3 | · | 5 | 1.3
14 | CCOc1ccccc1NC(=O)c1ccc(OCC)c([N+](=O)[O-])c1 | ? | 2 | 1 | -5 | 4 | · | 12 | -1 | 13 | 0.5
15 | FC(F)(F)c1cccc(Cn2cnc(NC(=S)NCCc3ccccc3)n2)c1 | 1 | -4 | -15 | 0 | 4 | -1 | 2 | 5 | 10 | -1.3
16 | O=C(O)c1ccc(NC(=O)c2ccccc2NC(=O)c2ccccc2Br)cc1 | -26 | -5 | -8 | 1 | 6 | 0 | · | 0 | -27 | -0.6
17 | COC(=O)C1=C(C)N(CC(C)C)C(=O)C1 | -38 | -7 | -6 | · | 0 | 3 | 16 | 1 | -8 | -0.7
18 | O=C(CCNC(=O)c1ccc(Cl)cc1)Nc1ncccc1O | -18 | -4 | 4 | 4 | 5 | -1 | -22 | 34 | 7 | 2.8
19 | COc1cccc(CN2CCN(Cc3ccc4cccc(F)c4n3)CC2CCO)c1 (centres undefined) | -13 | -6 | -3 | -3 | -4 | 0 | -18 | -1 | 16 | -4.2
20 | CCn1cc([N+](=O)[O-])c(C(=O)NCc2ccc(Cl)cc2)n1 | -10 | -4 | 5 | 0 | -4 | 0 | 10 | -4 | -5 | -1.6
21 | CC1=Nc2cc(C(=O)NCC3CCCO3)ccc2Sc2ccc(Br)cc21 (centres undefined) | · | -9 | -3 | -1 | 2 | -15 | -20 | -7 | 15 | 0.0
22 | Cc1cc(C)n2nc(SCc3c(F)cccc3Cl)nc2n1 | 19 | -2 | 4 | -2 | 4 | 0 | · | 5 | -17 | 0.8
23 | Cc1ccc(S(=O)(=O)N(C)CC(=O)N2CCC(C(N)=O)CC2)cc1 | -12 | 4 | 6 | 7 | -2 | -6 | -2 | · | -17 | 0.8
24 | Cc1cccc(C)c1NC(=O)C(NC=O)c1ccccc1 (centres undefined) | 6 | 2 | -12 | 0 | 3 | -2 | · | 0 | -7 | 0.4
25 | CC(=O)c1c(C)[nH]c(C(=O)N2CCN(c3ccc(F)cc3)CC2)c1C | 9 | -8 | -21 | 4 | -1 | 1 | -8 | 3 | 7 | -1.4
26 | c1ccc2c(Cn3ccnc3)cccc2c1 | -3 | -3 | -4 | 2 | 3 | -1 | 10 | 1 | 14 | -2.7
27 | O=C(C1CC(=O)N(c2ccc3c(c2)OCCO3)C1)N1CCN(c2cccc(C(F)(F)F)c2)CC1 (centres undefined) | 0 | -15 | -10 | 3 | 4 | 1 | -18 | 1 | 4 | 1.5
28 | O=C(Nc1cccnc1)NC1CCCCC1 | -14 | 1 | -8 | 6 | 3 | -1 | 13 | -3 | -3 | 0.3
29 | CN(C)CCNC(=O)C12CC3(C)CC(C)(CC(C)(C3)C1)C2 | 5 | 0 | -5 | 2 | -3 | · | 0 | 0 | -16 | 0.2
30 | O=[N+]([O-])c1cccc2nc3ccccc3c(NCCCn3ccnc3[N+](=O)[O-])c12 | 3 | 15 | 18 | -5 | -2 | 3 | · | 0 | 6 | -0.4
31 | CC(=O)N1CCN(Cc2nc3cc(NC(=O)c4ccccc4C)ccc3n2C)CC1 | -11 | -2 | -5 | -1 | 1 | · | -2 | -1 | -4 | 0.5
32 | Cc1ccc(/C=C2/SC(=S)N(CCC(=O)N3CCN(C)CC3)C2=O)cc1 | -10 | -5 | -14 | 3 | 3 | -2 | 10 | -1 | -7 | -0.7
33 | Cc1cccc(C)c1NC(=O)C(=O)NCC1CCCN1S(=O)(=O)c1ccccc1 (centres undefined) | -7 | -5 | 1 | 3 | -1 | -3 | -1 | 0 | 3 | -0.6
34 | Nc1nnc(CC(=O)N2CCCCC2)s1 | -2 | -6 | 6 | 2 | 3 | -1 | 0 | -2 | 0 | 0.0
35 | O=[N+]([O-])c1ccc(Sc2cccc3cccnc23)cc1 | 3 | -8 | -4 | 2 | -6 | 10 | 6 | 14 | 10 | 2.0
36 | CC(NC(=O)[C@@H](C)NC(=O)[C@@H]1Cc2ccccc2CN1C(=O)OC(C)(C)C)c1ccccc1 (some centres undefined) | -2 | -8 | -10 | 2 | 3 | -1 | 4 | -1 | -14 | -0.6
37 | CC(NC(=O)[C@H](Cc1c[nH]c2ccccc12)NC(=O)[C@@H]1Cc2ccccc2CN1)c1ccccc1 (some centres undefined) | -20 | -1 | -9 | 2 | -3 | -2 | 8 | · | 13 | -0.7
38 | COc1ccc(C(=O)OCC(=O)NC2CC2)cc1S(=O)(=O)N1CCOCC1 | 2 | -3 | 1 | -2 | 6 | 0 | 3 | -1 | -16 | -0.5
39 | CN(C)C(=O)c1ccc(N/C=C(\C=O)c2nc3ccccc3o2)cc1 | -11 | -4 | -6 | -1 | -4 | 3 | -11 | 1 | 12 | 1.0
40 | CN(C)c1ccc(NC(=O)COC(=O)c2cc(=O)c3ccccc3o2)cc1 | -18 | -3 | -7 | 0 | 0 | -1 | -4 | 1 | 0 | 0.6
41 | COc1ccc(OC)c(CCNC(=O)CSc2ccsc2[N+](=O)[O-])c1 | 19 | -10 | -16 | -2 | -5 | -4 | -7 | 2 | 13 | -0.6
42 | CCN1C(=O)c2cccc3c(S(=O)(=O)NCCc4c[nH]c5ccccc45)ccc1c23 | -6 | -6 | -13 | 3 | -1 | -4 | · | 2 | 3 | -3.2
43 | CC(Sc1nc(C(F)(F)F)nc2ccccc12)C(=O)NC1CCCC1 (centres undefined) | 1 | -12 | -3 | -3 | 3 | 1 | 15 | -3 | -8 | -1.0
44 | CCOc1ccc(CN2CCN(Cc3cc4ccccc4o3)CC2CCO)cc1 (centres undefined) | -4 | -8 | 1 | -1 | -1 | -1 | · | 3 | 4 | -1.2
45 | CCc1cccc(OCC(=O)Nc2ccccc2N2CCCC2)c1 | -5 | 8 | -1 | -1 | -1 | -2 | -3 | 1 | 2 | -1.1
46 | Cc1cc(C)n(-c2ccc(C(=O)OCC(=O)Nc3ccc(Cl)cc3[N+](=O)[O-])cc2)n1 | 30 | -7 | 9 | 3 | 8 | · | -12 | 2 | -21 | 0.4
47 | O=C(COC(=O)c1cc[n+]([O-])cc1)Nc1c(Cl)cccc1C(F)(F)F | -18 | 3 | -10 | -1 | 2 | 4 | 2 | -1 | 4 | 0.6
48 | Cc1cc(C)n(Cc2n[nH]c(=S)n2Cc2ccccc2)n1 | -15 | -2 | -8 | 3 | 0 | · | 10 | 3 | -5 | 0.1
49 | COc1cccc(CN2CCNC(=O)C2CC(=O)NCCn2nc(C)cc2C)c1OC (centres undefined) | · | -9 | -8 | -6 | -1 | 0 | -4 | · | 18 | -0.6
50 | CCc1ccc(OCCOCC(O)CN2CCN(Cc3ccc(Cl)cc3)CC2)cc1 (centres undefined) | 0 | 1 | -15 | 0 | -3 | -9 | -5 | 1 | 7 | -2.5
51 | CCc1cc(-c2n[nH]c(=S)n2-c2ccccc2C)cs1 | -11 | -6 | -14 | 1 | 5 | -5 | -2 | · | -4 | -8.1

Exported with values under each structure: part of the list above.
The line under a structure holds: SR-BI DiI inh | dFosB act | PvdQ inh | V-ATPase pH | HTR5A ag ctr | Wnt bcat act | MITF act | NSD2 inh | HTR5A inv ctr | CDK5 p35 inh
35	O=[N+]([O-])c1ccc(Sc2cccc3cccnc23)cc1
 : 3 | -8 | -4 | 2 | -6 | 10 | 6 | 14 | 10 | 2.0
36	CC(NC(=O)[C@@H](C)NC(=O)[C@@H]1Cc2ccccc2CN1C(=O)OC(C)(C)C)c1ccccc1 (some centres undefined)
 : -2 | -8 | -10 | 2 | 3 | -1 | 4 | -1 | -14 | -0.6
37	CC(NC(=O)[C@H](Cc1c[nH]c2ccccc12)NC(=O)[C@@H]1Cc2ccccc2CN1)c1ccccc1 (some centres undefined)
 : -20 | -1 | -9 | 2 | -3 | -2 | 8 | · | 13 | -0.7
38	COc1ccc(C(=O)OCC(=O)NC2CC2)cc1S(=O)(=O)N1CCOCC1
 : 2 | -3 | 1 | -2 | 6 | 0 | 3 | -1 | -16 | -0.5
39	CN(C)C(=O)c1ccc(N/C=C(\C=O)c2nc3ccccc3o2)cc1
 : -11 | -4 | -6 | -1 | -4 | 3 | -11 | 1 | 12 | 1.0
40	CN(C)c1ccc(NC(=O)COC(=O)c2cc(=O)c3ccccc3o2)cc1
 : -18 | -3 | -7 | 0 | 0 | -1 | -4 | 1 | 0 | 0.6
41	COc1ccc(OC)c(CCNC(=O)CSc2ccsc2[N+](=O)[O-])c1
 : 19 | -10 | -16 | -2 | -5 | -4 | -7 | 2 | 13 | -0.6
42	CCN1C(=O)c2cccc3c(S(=O)(=O)NCCc4c[nH]c5ccccc45)ccc1c23
 : -6 | -6 | -13 | 3 | -1 | -4 | · | 2 | 3 | -3.2

Screens from PubChem.
